bIAP activator – increases bovine intestinal alkaline phosphatase activity; hit rate 0.17% among 200,000; activation factor at 20 µM; AID 1016; purified bovine IAP, CDP-star luminescence, 30 min; stronger effect = higher value; fold of DMSO-control signal, blank-subtracted;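 active means activation factor of 2 or more at 20 µM, a signal rise over negative controls twice the positive control's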
TNAP act hiacc – activators of human TNAP at high phosphate acceptor concentration | purified TNAP, CDP-star luminescence, 1 M DEA, 30 min; stronger effect = higher value; 0 = EDTA background, 1 = DMSO-only activity | P05186 | activation factor at 20 µM | 200,000 tested, under 10 active | AID 1136;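 active means activation factor at least 2 at 20 µM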
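Control set: EDTA negative control, DMSO positive control / Assay system: human TNAP / Quantity: TNAP 1/800 final / Evaluation: TNAP activation factor scaled between EDTA and DMSO control wells / Measured by: luminescent substrate turnover signal / Compound dosing: one dose, 20 µM / Times: 30 min enzyme reaction at room temperature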
HMGR II inh – inhibitors of class II HMG-CoA reductase from Enterococcus faecalis. purified E. faecalis HMGR, NADPH absorbance 340 nm kinetic. inhibition, % at 10 µM. hit rate 0.41% among 190,000;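 active means inhibition above a set limit, the median over all tested compounds plus 3 SD, cut at about 9.5% in these data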;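 further: enzyme runs in reverse so mevalonate oxidation gives rising NADPH absorbance; 0% = complete reaction with DMSO and 100% = background rate lacking mevalonate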
SRC2 TRFRET art – counter-screen for PPARgamma SRC-2 recruitment agonists: TR-FRET artefact; TR-FRET ratio at 8 µM; hit rate 0.4% among 200,000; AID 1049; stronger effect = higher value; in the data active means TR-FRET ratio above about 2000; further: inactives centre near 1500
TNAP inh hi DEA – TNAP (human) inhibition, high acceptor | AID 1135 | inhibition, % at 20 µM | P05186 | purified TNAP, CDP-star luminescence, 1 M DEA | hit rate 0.03% among 200,000;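 active means over 50% inhibition of tissue-nonspecific alkaline phosphatase at 20 µM in the single-dose screen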;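 further: plate controls were DMSO wells for no effect and EDTA-quenched wells as full inhibition for full effect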
bIAP inhibitor – blocks bovine intestinal alkaline phosphatase activity; purified bovine IAP, CDP-star luminescence, 30 min; inhibition, % at 20 µM; 190,000 tested, under 10 active; AID 1019;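 active means over 50% inhibition of intestinal alkaline phosphatase at 20 µM in the single-dose screen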
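Assay system – bovine IAP enzyme · Quantity – bovine IAP at 1/65,000,000 final dilution · Detection – CDP-star luminescence signal · Times – 30 min reaction at room temperature · Also added – CDP-star substrate at 30 µM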
TNAP inh no acc – TNAP (human) inhibition, acceptor-free conditions. P05186. purified TNAP, CDP-star luminescence, 30 min. inhibition, % at 20 µM. hit rate 0.26% among 200,000;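 active means tissue-nonspecific alkaline phosphatase inhibition above about 50% at 20 µM in the single-dose screen, limit read from the data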;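 further: 0% = DMSO negative control and 100% = EDTA positive control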
PPARg SRC-2 ag – agonists of SRC-2 recruitment by human PPARgamma; PPARgamma LBD-SRC-2 recruitment, biochemical; hit rate 0.34% among 200,000; activation, % at 8 µM; P37231; AID 1032; in the data active means activation above about 22%;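 further: 0% = vehicle and 100% = reference agonist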
Target sequence (P37231 whole entry, looked up, the tested form may be a part): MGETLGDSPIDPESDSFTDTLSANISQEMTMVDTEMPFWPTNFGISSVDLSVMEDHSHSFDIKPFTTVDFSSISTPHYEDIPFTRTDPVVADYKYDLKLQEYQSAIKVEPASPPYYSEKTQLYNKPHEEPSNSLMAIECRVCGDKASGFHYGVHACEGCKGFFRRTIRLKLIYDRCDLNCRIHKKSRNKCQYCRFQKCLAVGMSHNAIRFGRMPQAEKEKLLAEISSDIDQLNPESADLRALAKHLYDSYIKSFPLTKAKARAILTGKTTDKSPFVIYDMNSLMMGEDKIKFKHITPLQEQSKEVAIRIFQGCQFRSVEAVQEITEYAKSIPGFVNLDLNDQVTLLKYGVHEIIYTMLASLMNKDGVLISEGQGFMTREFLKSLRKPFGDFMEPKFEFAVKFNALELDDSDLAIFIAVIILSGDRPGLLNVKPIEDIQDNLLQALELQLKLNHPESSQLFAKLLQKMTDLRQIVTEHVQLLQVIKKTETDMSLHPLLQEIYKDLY
PPARg SRC3 recr – promotes SRC-3 coactivator recruitment by human PPARgamma; P37231; biochemical PPARgamma/SRC-3 coactivator recruitment assay; activation, % at 8 µM; hit rate 0.26% among 200,000; AID 731; in the data active means activation above about 23%;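 further: 0% = DMSO and 100% = reference agonist; some compounds past the cut are filed as inactive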
PPARg SRC1 recr – agonists of human PPARgamma SRC-1 coactivator recruitment | P37231 | hit rate 0.41% among 200,000 | activation, % at 8 µM | PPARgamma-SRC-1 coactivator recruitment biochemical assay; in the data active means activation above about 19%;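 further: 0% = DMSO and 100% = reference agonist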
An asterisk follows results filed as active; / = no result given.

SMILES	bIAP activator	TNAP act hiacc	HMGR II inh	SRC2 TRFRET art	TNAP inh hi DEA	bIAP inhibitor	TNAP inh no acc	PPARg SRC-2 ag	PPARg SRC3 recr	PPARg SRC1 recr
O=C(CSc1nnc(-c2ccc(Cl)s2)o1)N1CCOCC1	0.9	1.1	/	1453	-10	11	-2	4	-2	2
C=CCn1c(-c2cccc(Cl)c2)n[nH]c1=S	0.8	1	-3	2008*	-2	20	12	20	28*	25*
CCC1CCCCN1C(=O)Cn1c(C(=O)OC)cc2sc(Cl)cc21 (centres undefined)	0.9	1.1	1	1642	-5	7	-16	3	17	-3
CC(C)N1CC2=C(C1=O)C(c1ccc(O)cc1)NC(=O)N2C (centres undefined)	1.1	1	4	1550	0	-6	-3	8	-3	6
COc1ccc(CCNC(=O)CC(NS(=O)(=O)c2ccc(NC(C)=O)cc2)C(C)C)cc1OC (centres undefined)	1	1	-5	1643	-3	0	-2	6	7	11
CCOc1ccccc1Nc1ncnc2ccccc12	0.9	1	-13	1445	-4	12	-14	5	-9	1
CC(=O)Nc1ccc(NC(=O)C2CCCN2S(=O)(=O)c2cccc3nsnc23)cc1 (centres undefined)	1	1	1	1388	-4	-2	-9	0	-3	0
CCCOCC1CC2(SC(=Nc3ccc(C)cc3)NC2=O)C(=O)O1 (centres undefined)	1	1	-6	1350	-2	-5	19	6	-12	-13
CCOc1ccc(C(=O)NCCN2CCOCC2)cc1	1	1	1	1395	0	-2	-2	-4	1	-8
O=c1c2cnn(-c3ccccc3)c2ncn1/N=C/c1ccncc1	/	/	/	1519	/	/	/	7	2	-3
Cc1nnc(SCC(=O)N2CCCCC2)n1CC1CCCO1 (centres undefined)	0.9	1	-5	1452	-3	11	-8	4	-6	-3
Cc1cc(C)c(C(=O)CC2(O)C(=O)Nc3ccccc32)cc1C (centres undefined)	0.9	1	0	1577	3	7	-8	4	7	7
Cc1cc(F)ccc1S(=O)(=O)Nc1ccccc1C(=O)NCc1ccccn1	1.1	1	-3	1599	-2	-11	-7	5	2	12
C=CC(=O)NCC1OCCc2ccccc21 (centres undefined)	1	1.1	-5	1492	-5	4	-12	-5	-5	5
CCOC(=O)c1c(NC(=O)CCl)sc(C(=O)N(CC)CC)c1C	1	1	-4	1531	-2	-3	-6	2	2	-1
CC(=O)NC1=NC(=O)C(C)S1 (centres undefined)	1.1	1	-5	1713	0	-10	-10	11	5	10
CC(=O)Cn1c(CN2CCCC2)nc2ccccc2c1=O	0.9	1	1	1571	-3	7	-8	8	0	6
COC(=O)c1ccc(NC(=O)CSc2nccn2CCc2ccccc2)cc1	0.8	1.1	-5	1434	-6	18	-4	-5	2	0
Cc1ccc(N2CCN(c3ccc(NC(=O)CCC(=O)O)cc3)CC2)cc1	1	1	1	1648	0	0	-6	8	0	4
CCCC(C(=O)Nc1nccs1)c1ccccc1 (centres undefined)	1	1	0	1336	-2	4	-1	0	7	8
Cc1ccc(S(=O)(=O)N2CCCOC2CNC(=O)C(=O)NCc2cccnc2)cc1 (centres undefined)	0.9	1	1	1591	1	12	-14	1	0	5
COc1cccc(N2CCN(C(=S)NCc3ccco3)CC2)c1	1.1	1	-5	1841	-2	-11	-8	7	12	10
Cc1ccc(C(=O)N2CCN(c3ncnc4c3cnn4-c3ccccc3)CC2)cc1	/	/	/	1463	/	/	/	-10	4	2
COc1ccc(CCNc2oc(Cc3cccc4ccccc34)nc2C#N)cc1OC	1.1	1.1	-3	1411	-6	-9	-9	4	-1	5
Fc1cccc(Cc2noc(CN3CCCN(C4Cc5ccccc5C4)CC3)n2)c1	1.2	1	-5	1425	3	-20	-2	-1	7	0
CC(=O)c1cc(Cc2csc(C(C)=O)c2)cs1	0.9	1.1	/	1476	-9	7	-5	5	14	5
COCCNC(=O)CSc1c2c(nc3ccc(Cl)cc13)CCCC2	1.1	1	-6	2154*	-2	-11	-7	31*	20	39*
CCC(CO)NCc1ccc(Br)cc1 (centres undefined)	1.1	1.1	-6	1655	-6	-9	-17	7	2	17
Cc1ccc(-c2[nH]n3c(=O)c4c(nc3c2C)CCCC4)cc1	1.1	1	-3	1355	-3	-7	6	2	-1	-3
COc1cc(NC(=O)CSc2nc3ccccc3c(=O)n2C)ccc1NC(=O)c1ccco1	1	1.1	-6	1302	-8	0	-10	2	9	0
CSc1nsc(/C=C/Nc2ccc(C)cc2)c1C#N	1.1	1.1	-1	1679	-9	-7	-4	13	7	3
N/C(=N\OS(=O)(=O)c1ccc(Cl)cc1)c1ccncc1	0.9	1	1	1497	0	6	-10	1	0	1
Cc1ccc([N+](=O)[O-])c2c1C(N1CCCCC1)C(C)(C)O2 (centres undefined)	1	1	1	1521	-5	4	-18	6	0	-6
Cc1cc(=O)c2ccccc2n1Cc1ccccc1	1.1	1.1	-10	1707	-7	-10	-12	-1	0	6
CCc1nc(SCC(=O)NCc2ccco2)c2c(=O)n(C)c(=O)n(C)c2n1	0.9	1	-1	1445	-5	11	-12	5	5	4
NC(=O)CCSC(=S)N1CCOCC1	1.1	1	-1	1474	-3	-7	-10	12	4	-1
O=C1C2C3C=CC(c4ccccc4)(C2C(=O)N1c1cccc(Cl)c1)C1C(=O)N(c2cccc(Cl)c2)C(=O)C31 (centres undefined)	0.9	1	-7	1817	-3	6	8	8	2	11
COc1cnc(SCc2ccc(Cl)cc2Cl)nc1Cl	0.7	1	-2	1557	-4	26	-10	7	14	0
CC(=O)c1ccc(N2CCN(C(=O)Nc3ccc(F)cc3F)CC2)cc1	1.1	1	-10	1793	-4	-7	-18	6	4	4
Cc1ccc(C)c(Nc2ncnc3nc[nH]c23)c1	1.2	1.1	3	1487	-10	-20	-23	-3	2	6

Some of these compounds in order of heavy-atom count, high to low.
SMILES	bIAP activator	TNAP act hiacc	HMGR II inh	SRC2 TRFRET art	TNAP inh hi DEA	bIAP inhibitor	TNAP inh no acc	PPARg SRC-2 ag	PPARg SRC3 recr	PPARg SRC1 recr
O=C1C2C3C=CC(c4ccccc4)(C2C(=O)N1c1cccc(Cl)c1)C1C(=O)N(c2cccc(Cl)c2)C(=O)C31 (centres undefined)	0.9	1	-7	1817	-3	6	8	8	2	11
COc1cc(NC(=O)CSc2nc3ccccc3c(=O)n2C)ccc1NC(=O)c1ccco1	1	1.1	-6	1302	-8	0	-10	2	9	0
COc1ccc(CCNc2oc(Cc3cccc4ccccc34)nc2C#N)cc1OC	1.1	1.1	-3	1411	-6	-9	-9	4	-1	5
Cc1ccc(S(=O)(=O)N2CCCOC2CNC(=O)C(=O)NCc2cccnc2)cc1 (centres undefined)	0.9	1	1	1591	1	12	-14	1	0	5
CCc1nc(SCC(=O)NCc2ccco2)c2c(=O)n(C)c(=O)n(C)c2n1	0.9	1	-1	1445	-5	11	-12	5	5	4
CC(=O)c1ccc(N2CCN(C(=O)Nc3ccc(F)cc3F)CC2)cc1	1.1	1	-10	1793	-4	-7	-18	6	4	4
COCCNC(=O)CSc1c2c(nc3ccc(Cl)cc13)CCCC2	1.1	1	-6	2154*	-2	-11	-7	31*	20	39*
COc1cccc(N2CCN(C(=S)NCc3ccco3)CC2)c1	1.1	1	-5	1841	-2	-11	-8	7	12	10
Cc1ccc(-c2[nH]n3c(=O)c4c(nc3c2C)CCCC4)cc1	1.1	1	-3	1355	-3	-7	6	2	-1	-3
Cc1ccc([N+](=O)[O-])c2c1C(N1CCCCC1)C(C)(C)O2 (centres undefined)	1	1	1	1521	-5	4	-18	6	0	-6
N/C(=N\OS(=O)(=O)c1ccc(Cl)cc1)c1ccncc1	0.9	1	1	1497	0	6	-10	1	0	1
Cc1cc(=O)c2ccccc2n1Cc1ccccc1	1.1	1.1	-10	1707	-7	-10	-12	-1	0	6
Cc1ccc(C)c(Nc2ncnc3nc[nH]c23)c1	1.2	1.1	3	1487	-10	-20	-23	-3	2	6
CC(=O)c1cc(Cc2csc(C(C)=O)c2)cs1	0.9	1.1	/	1476	-9	7	-5	5	14	5
NC(=O)CCSC(=S)N1CCOCC1	1.1	1	-1	1474	-3	-7	-10	12	4	-1

New compounds follow.
SMILES	bIAP activator	TNAP act hiacc	HMGR II inh	SRC2 TRFRET art	TNAP inh hi DEA	bIAP inhibitor	TNAP inh no acc	PPARg SRC-2 ag	PPARg SRC3 recr	PPARg SRC1 recr
CC(=O)c1ccc(NC(=O)c2ccc(S(=O)(=O)N3CCCC3)cc2)cc1	0.9	1	-1	1560	-2	10	-6	-2	-1	-3
O=C(/C=C/Nc1ccc(F)c(F)c1)c1cccs1	0.9	1	-2	1748	3	13	2	-1	3	-4
COC(=O)c1ccccc1NC(=O)C(=O)NCC1CCCO1 (centres undefined)	0.9	1	-2	1481	-2	11	2	-5	-1	-12
O=C(NCCCN1CCCC1=O)c1cccc(C(F)(F)F)c1	1	1	1	1638	-4	1	-13	1	-4	0
Cc1nc(CCNS(=O)(=O)c2cccs2)cs1	1	1	-5	1774	-2	1	-8	6	2	3

Screens (PubChem BioAssay)
